From PubChem BioAssay
TexasRed fluor: counter-screen for TRb-SRC2 inhibitors: fluorescence interference | TRb/SRC2 Texas Red total fluorescence interference | Potency, µM (highest dose often 106 µM), for inactives: at the highest dose fluorescence change, negative = quenching | 280,000 compounds, 0.29% hits | AID 1479; active means well fitted curve in either direction with a large enough effect; inconclusive means small, poorly fitted or top-dose-only effect
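Flags fluorescent or light-absorbing compounds by total fluorescence, S + 2P, at 555 nm excitation and 632 nm emission. Mixture: 20 nM Texas Red SRC2 peptide, 0.6 uM human TRb LBD, 1 uM T3, 5% DMSO; compound exposure 5 h at ambient temperature.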
RECQ1 helicase: inhibitors of human RECQ1 DNA helicase; P46063; RECQ1 DNA unwinding, red fluorescence kinetic read; Potency, µM (top dose mostly 57.3 µM), inactives show at the highest dose activity, negative = inhibition, usual class: inhibitors; 240,000 compounds, 0.54% hits;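 further: plate controls were vehicle for no effect and no enzyme for full effect; nearly all actives have a fitted effect of over 30% in size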
Target sequence (P46063 whole entry, looked up): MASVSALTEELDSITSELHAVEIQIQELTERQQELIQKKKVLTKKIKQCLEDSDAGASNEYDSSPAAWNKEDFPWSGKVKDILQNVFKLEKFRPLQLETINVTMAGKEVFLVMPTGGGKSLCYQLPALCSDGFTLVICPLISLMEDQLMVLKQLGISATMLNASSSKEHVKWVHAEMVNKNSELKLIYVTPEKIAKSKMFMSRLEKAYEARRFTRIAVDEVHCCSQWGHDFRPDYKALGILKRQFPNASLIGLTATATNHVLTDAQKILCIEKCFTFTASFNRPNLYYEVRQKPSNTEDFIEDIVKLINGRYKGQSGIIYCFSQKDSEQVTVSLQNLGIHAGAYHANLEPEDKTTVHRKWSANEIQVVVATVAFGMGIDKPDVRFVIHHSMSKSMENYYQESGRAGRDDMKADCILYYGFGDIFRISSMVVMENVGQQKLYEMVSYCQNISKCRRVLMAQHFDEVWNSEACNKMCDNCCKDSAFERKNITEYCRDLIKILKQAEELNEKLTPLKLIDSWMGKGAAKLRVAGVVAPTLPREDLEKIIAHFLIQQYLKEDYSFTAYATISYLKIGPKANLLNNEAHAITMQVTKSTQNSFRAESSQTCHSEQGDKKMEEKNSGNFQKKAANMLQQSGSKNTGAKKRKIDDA
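50 nM RECQ1T1 preincubated 15 min with compound in Tris pH 8.0 buffer with MgCl2, DTT, Tween-20 and 2.5 ug/ml poly(dI-dC); started with 200 nM TAMRA/BHQ-2 forked duplex and 2 mM ATP. Unwinding read as fluorescence (525/598 nm), two reads 2 h apart.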
RGS12 GoLoco inh: blocks human Gai1 binding to RGS12 GoLoco peptide, red readout | Potency, µM (titrated, usually from 61.6 µM), for the others: top-dose activity, negative = inhibition, usual class: inhibitors | Gai1:RGS12 GoLoco peptide FP, rhodamine, 10 min | 230,000 compounds, 0.44% hits | P63096 | AID 880; active means well fitted inhibition curve with a large enough effect, not every such curve was filed as active; inactive means no such curve, though single readings can be large or run the other way; further: nearly all actives have a fitted effect of over 30% in size; many of its hits are not listed in these tables
Target sequence (P63096 whole entry, looked up): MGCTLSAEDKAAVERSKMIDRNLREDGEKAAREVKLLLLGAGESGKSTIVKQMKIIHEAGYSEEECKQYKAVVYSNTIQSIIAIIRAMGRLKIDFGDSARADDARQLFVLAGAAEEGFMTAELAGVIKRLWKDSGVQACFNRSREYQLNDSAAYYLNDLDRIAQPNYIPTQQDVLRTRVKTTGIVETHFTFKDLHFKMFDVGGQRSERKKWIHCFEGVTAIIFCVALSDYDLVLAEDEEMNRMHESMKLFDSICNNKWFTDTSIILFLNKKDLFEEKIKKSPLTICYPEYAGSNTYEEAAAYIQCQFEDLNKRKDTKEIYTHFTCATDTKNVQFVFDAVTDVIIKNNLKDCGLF
GAA glycogen mod: inhibitors or activators of human alpha-glucosidase glycogen cleavage; P10253; Potency, µM (series often up to 76.4 µM), for the others: top-dose activity change, negative = inhibition, hits mostly inhibitors; 300,000 compounds, 0.38% hits; recombinant GAA, glycogen substrate, Amplex Red glucose oxidase fluorescence;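 further: 0% = full enzyme reaction and -100% = no-enzyme basal signal; the screen sought inhibitors and activators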
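Natural-substrate format: glycogen cleavage by 4 nM human enzyme, glucose read by Amplex Red coupling (Ex 573, Em 610 nm). Normalized to enzyme and no-enzyme controls.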
GAA inhib: blocks human lysosomal alpha-glucosidase | P10253 | purified human GAA, 4-MU-alpha-glucoside fluorescence | Potency, µM (series often up to 76.9 µM), without a hit: top-dose activity change, negative = inhibition, most hits filed as inhibitors | 200,000 compounds, 0.005% hits | AID 1466;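 further: plate controls were uninhibited enzyme wells for no effect and no-enzyme background for full effect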
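Fluorogenic assay: 4 nM human alpha-glucosidase with 400 uM 4-methylumbelliferyl-alpha-D-pyranoside in 50 mM citrate/phosphate, 0.005% Tween-20, pH 5.0, 20 min at room temperature. Compounds tested up to 77 uM; AC50 from Hill fits.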
TRb-SRC2 inh: inhibitors of human thyroid hormone receptor beta-SRC2 interaction; TRbeta-SRC2 peptide binding, fluorescence polarization; receptor liganded with 1 µM T3; Potency, µM (series often up to 106 µM), inactives show top-dose activity change, negative = inhibition, actives largely listed as inhibitors; 280,000 compounds, 0.065% hits;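 further: plate controls were bound peptide for no effect and peptide without receptor for full effect; nearly all actives have a fitted effect of over 50% in size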
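Decrease in fluorescence polarization of 20 nM Texas Red SRC2 coactivator peptide flagged inhibition of its binding to 0.6 uM TRb LBD; 1 uM T3 included, incubation 5 hr, ex 555/em 632 nm.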
aGlu spleen mod: inhibitors or activators of human alpha-glucosidase in spleen homogenate; P10253; human spleen homogenate, 4-MU-alpha-glucoside fluorescence; Potency, µM (titrated, usually from 79.9 µM), for inactives: at the top dose activity change, negative = inhibition, most hits filed as inhibitors; 240,000 compounds, 0.006% hits;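 further: 0% = enzyme with vehicle and -100% = no enzyme basal signal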
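Human spleen homogenate (1 ug) with 4-methylumbelliferyl-alpha-D-glucopyranoside (1 mM final) in 50 mM citrate/phosphate pH 5.0, 0.01% Tween-20; 40 min at 37 C. Stopped at pH 10; 4-MU fluorescence Ex 365/Em 440 nm; AC50 by Hill fit.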
L3MBTL1 inh: blocks human L3MBTL1; 230,000 compounds, 0.66% hits; Potency, µM (titrated, usually from 57.1 µM), without a hit: top-dose activity, negative = inhibition, hits mostly inhibitors; AlphaScreen L3MBTL1–H3K9me1 peptide binding; further: nearly all actives have a fitted effect of over 60% in size
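L3MBTL1 50 nM + b-AHA-H3(1-15)K9me1 75 nM, 30 min RT; compound added, 30 min RT; streptavidin donor/Ni-chelate acceptor beads 10 ug/mL each final, 30 min RT dark; AlphaScreen read.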
Active calls of the source: *; i = inactive; ? = inconclusive; / = no result given; [ ] = another dose, or the depositor's remark. Unless noted, the call rests on the fitted dose curve; in most records, active means well fitted curve in the direction sought with a large enough effect; inconclusive means small, poorly fitted or top-dose-only effect, or another doubt; inactive means no such curve, though single readings can be large; an effect the other way counts as inactive or inconclusive. Unless noted, on the % scale 0 is the no-effect control and ±100 the full control effect; potency means the concentration at half of the fitted maximal effect.

SMILES	TexasRed fluor	RECQ1 helicase	RGS12 GoLoco inh	GAA glycogen mod	GAA inhib	TRb-SRC2 inh	aGlu spleen mod	L3MBTL1 inh
C[C@H]1CC[C@]2(O[C@H](CCO)C[C@@H](O)[C@@H]2O)O1	-2%	i	3%	4%	/	2%	1%	/
CC(=C/c1ccccc1)/C=N/NC(=O)CSc1nc(C)cc(C)n1	-2%	-16%	-1%	10%	-4%	2%	-10%	9%
COc1cccc(C(=O)Nc2cccc(OC(C)=O)c2)c1	-1%	-1%	-12%	4%	-4%	6%	-5%	5%
OCCOCCn1c2ccccc2c2ccccc21	-4%	-1%	0%	1%	3%	0%	1%	-2%
O=C(N/N=C\c1ccccn1)C1COc2cc3ccccc3cc2O1 (stereo unspecified)	0%	-6%	13%	-2%	0%	8%	-7%	-8%
Cc1[nH]c(=O)[nH]c(=O)c1S(=O)(=O)Nc1ccc(Oc2ccccc2)cc1	2%	i	2%	-1%	?	-11%	2%	28%
COc1ccc(NC(=O)C2=C(C)NC(=O)NC2c2cccs2)c(OC)c1 (stereo unspecified)	-1%	-6%	6%	-7%	?	-14%	-8%	-5%
COc1cccc(N2CCN(C(=O)c3cccn4c(=O)c5c(C)c(C)sc5nc34)CC2)c1	0%	-2%	10%	-8%	3%	12%	4%	/
CCCOC(=O)c1sc2nc3c(cc2c1N)C(=O)CCC3	-6%	i	0%	2%	-3%	-2%	-5%	/
COc1cc(Cl)c(C)cc1NC(=O)CNC(C)c1ccccc1OC (stereo unspecified)	2%	-3%	-3%	-4%	0%	-7%	-3%	10%
CC(C)c1cc(CN2CCOCC2)cc(C(C)C)c1O	-1%	-3%	9%	-25%	/	6%	-1%	-8%
COC(=O)C1=C(C(=O)OC)[C@@H]2N(C)c3ccccc3[C@@]23C[C@@H](C(=O)OC)N(C(=O)c2ccco2)C3=N1	1%[11.2 µM]	-17%[11.5 µM]	0%[14.2 µM]	/	/	7%[11.2 µM]	2%[17.4 µM]	/
Brc1ccc(-c2nnc3ccc(N4CCN(c5ccccc5)CC4)nn23)cc1	-6%	i	12%	12%	-3%	-4%	3%	2%
CCCCCCCCNc1nc(Cl)nc(NCCN2CCOCC2)n1	-1%	i	7%	-1%	6%	4%	0%	20%
Cc1nc2cc(NS(=O)(=O)c3ccccc3)ccc2n1C	-5%	i	13%	-8%	6%	-8%	4%	-1%

The last 3 compounds of the section above open the next one.
SMILES	TexasRed fluor	RECQ1 helicase	RGS12 GoLoco inh	GAA glycogen mod	GAA inhib	TRb-SRC2 inh	aGlu spleen mod	L3MBTL1 inh
Brc1ccc(-c2nnc3ccc(N4CCN(c5ccccc5)CC4)nn23)cc1	-6%	i	12%	12%	-3%	-4%	3%	2%
CCCCCCCCNc1nc(Cl)nc(NCCN2CCOCC2)n1	-1%	i	7%	-1%	6%	4%	0%	20%
Cc1nc2cc(NS(=O)(=O)c3ccccc3)ccc2n1C	-5%	i	13%	-8%	6%	-8%	4%	-1%
CCCCCCCCNC(=O)/C(C#N)=C/c1ccc2c(c1)OCCO2	-1%	-2%	-1%	-2%	2%	-2%	4%	7%
CC(=O)c1ccc(NC(=O)Nc2ccc(NS(=O)(=O)c3ccc(C)cc3)cc2)cc1	0%	-20%	/	-2%	-3%	2%	-7%	6%
CSc1ccc(/C=N/NC(=O)c2cc(O)cc(O)c2)cc1	-1%	-3%	-7%	-7%	-5%	-7%	-3%	-7%
Cc1nc2cc(C(F)(F)F)ccc2n1C1CCN(CC(=O)N2CCOCC2)CC1	-2%	-5%	-7%	-3%	0%	-12%	-2%	-6%
CCN(/N=C/c1ccc(N(C)C)cc1)c1nc2ccccc2[nH]1	-4%	2%	8%	8%	-1%	-2%	-1%	-9%
COc1cccc(/C=N/n2c(-c3cc(C)[nH]n3)n[nH]c2=S)c1O	-7%	10%	-1%	?	3%	5%	-7%	-8%
NS(=O)(=O)c1ccc(CCNC(=O)c2cc(-c3cc(Cl)ccc3O)n[nH]2)cc1	0%	i	10%	6%	10%	2%	8%	-7%
O=C(O)C1CCCCN1S(=O)(=O)c1cccc2nsnc12 (stereo unspecified)	-4%	-4%	5%	11%	1%	2%	-6%	10%
O=S(=O)(c1cccc(S(=O)(=O)N2CCC(N3CCCCC3)CC2)c1)N1CCOCC1	0%	-3%	-1%	8%	-6%	-3%	-12%	-4%
Cn1c(/C=N/O)nc2ccccc21	-1%	-5%	-3%	6%	/	0%	1%	12%
Cc1ccc2nc(Cl)c(/C=N/n3c(C)nnc3C)cc2c1	-2%	-18%	9%	10%	-10%	0%	-10%	-1%
CCCN(Cc1nc(-c2ccc(Cl)cc2)no1)CC1CCCO1 (stereo unspecified)	-3%	-6%	9%	-10%	0%	0%	-4%	6%
O=C(/C=C/c1cccs1)NC(=S)NNC(=O)c1ccccc1O	-4%	i	6%	30%	-5%	1%	-3%	35µM*
COCc1cc(=O)n2[nH]c(-c3ccccc3)cc2n1	5%	-15%	5%	-12%	-1%	-16%	-4%	-3%
O=c1[nH]cc(C(F)(F)F)cc1NS(=O)(=O)c1ccccc1[N+](=O)[O-]	1%	i	10%	-4%	-3%	7%	/	14%
O=C(NCc1cccs1)C1CCCN1C(=O)NC1CCCCC1 (stereo unspecified)	4%	i	2%	-9%	0%	6%	5%	5%
O=C(Nc1ccccc1NC(=O)c1ccco1)c1ccco1	0%	-4%	-1%	4%	-7%	11%	1%	2%
CCOc1cc2[nH]c(=S)n(CCCN(CC)CC)c(=O)c2cc1OCC	-4%	-2%	-1%	-4%	1%	-4%	-3%	?
C=CCN(CC=C)S(=O)(=O)c1ccc(NC(=S)NC(=O)/C=C/c2ccccc2)cc1	-2%	-2%	-4%	-2%	0%	-6%	-3%	-8%
O=C(CCN1C(=O)S/C(=C\c2ccccc2)C1=O)Nc1ccc(S(=O)(=O)Nc2nccs2)cc1	-3%	-3%	26%	5%	-6%	7%	-5%	-21%
CCOC(=O)/C(=N/Nc1ccccc1)c1csc(Nc2ccccc2)n1	-2%	?	8%	?	-9%	1%	-8%	/
NC(=O)C1CCN(c2ncnc3c2c(-c2ccccc2)cn3-c2ccccc2)CC1	0%	-5%	1%	-9%	-4%	5%	-5%	/
COC(=O)[C@@H]1C[C@@H]2CC[C@@H](O)C[C@@H]2N1Cc1ccc(N2CCOCC2)cc1	-8%	-17%	35%[activator]	/	/	4%	-4%	/
Cc1nc(C(=O)N(C)C)nn1-c1ccc(Cl)cc1Cl	1%	-6%	8%	2%	3%	-8%	-17%	12%
CC(=O)O[C@@H]1C(CO[Si](C)(C)C(C)(C)C)=C(Br)C(=O)[C@@H]2O[C@]12C	1%	-1%	0%	/	/	0%	9%	/
CCc1ccc(NC(=O)Cn2cccc2)cc1	-2%	2%	-4%	-9%	6%	1%	6%	/
Cc1sc2ncnc(SCC(=O)N3CCCC3=O)c2c1C	-1%	-4%	6%	2%	-4%	-5%	1%	-1%
O=C(OC1CCOC1=O)c1cncc(Br)c1 (stereo unspecified)	-1%	-1%	4%	9%	-4%	4%	-3%	1%
Cc1cc(C(=O)NNc2c(Cl)cccc2Cl)n(C(C)(C)C)n1	-7%	-9%	0%	?	-4%	1%	-4%	-3%
CNC(=S)NNC(=O)CSCc1c(Cl)cccc1Cl	-2%	1%	-6%	?	0%	-1%	4%	3%
Oc1c(Cl)cc(Cl)cc1/C=C/c1ccc2cccc(O)c2n1	-5%	-6%	33%[activator]	-3%	-4%	-3%	0%	-19%
COc1ccc(C(=O)NNC(=O)Cc2ccc(Cl)cc2)cc1	-5%	-4%	11%	16%	14%	5%	3%	-4%
COc1ccccc1NC(=S)N(Cc1ccco1)Cc1cc2cc(C)cc(C)c2[nH]c1=O	-2%	-6%	1%	11%	-1%	-16%	0%	-11%
COC(=O)C1(NC(=O)NC2CCCCC2)CCCCC1	1%	5%	-6%	9%	4%	-4%	0%	10%
NC(=O)CSc1nc(C2CC2)nc2sc3c(c12)CCCC3	-3%[53 µM]	-9%	8%	-5%	13%	-8%[53 µM]	6%	7%
CC(=O)N1CCc2ccc(S(=O)(=O)N3CCN(C)CC3)cc21	-2%[53 µM]	-2%	14%	1%	-11%	-3%[53 µM]	-4%	9%
CNC(=O)C1CC(=O)N(Cc2ccccc2)C(=Nc2ccc(OC)cc2)S1 (stereo unspecified)	-4%	4%	2%	0%	2%	9%	3%	1%
CCN(CC(=O)Nc1ccc2c(c1)OCCO2)C(=O)/C=C/c1ccccc1	1%	-4%	20%	-7%	5%	9%	6%	/
N#CCSc1nnc(-c2cccnc2)n1-c1ccccc1	-5%	i	2%	12%	-6%	-2%	6%	-4%
Cc1ccc(C)n1NC(=O)c1ccc(Cl)cc1Cl	-1%	0%	5%	0%	-11%	-3%	-18%	-10%
Cc1ccc2c(Cl)cc(Cl)c(OCC(=O)NC3CCS(=O)(=O)C3)c2n1 (stereo unspecified)	2%	i	8%	-1%	0%	6%	2%	/
CC(=O)N1CCN(S(=O)(=O)c2cccc(C(=O)Nc3ccccc3N3CCOCC3)c2)CC1	-1%	i	2%	-7%	?	-7%	-14%	?
Cc1cc(C)c(C#N)c(N2CCSCC2)n1	0%	-14%	3%	-4%	1%	6%	-3%	5%
COCCNC(=O)/C(C#N)=C\c1ccc(CNS(=O)(=O)c2ccccc2)o1	-2%	-10%	7%	-5%	-7%	-1%	-10%	11%
Cc1ccc(C)c(C(=O)CCC(=O)NCc2ccc(Cl)cc2)c1	-1%	-6%	12%	-12%	2%	3%	1%	/
COCCN1C(=O)C(=O)/C(=C(/O)c2ccc(S(=O)(=O)N3CCOCC3)cc2)C1c1ccc(C(C)C)cc1 (stereo unspecified)	-1%	-4%	-2%	0%	1%	-14%	3%	1%

These rows are one share of the data (hit frequency here may not be typical).
